CHO parental Ca = ATP-evoked calcium signal inhibitors, parental CHO, primary screen, counter-screen for OX1R antagonist project, cell-based, fluorescence, Fluo-8 calcium dye | parental CHO-K1, ATP-induced calcium, Fluo-8 fluorescence | 330,000 tested, 0.63% active | inhibition, % at 5.6 µM | AID 463079, 2010;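 active = inhibition above that plate's mean sample inhibition plus 3 SD, cut at about 26% in these data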;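 note: 0% = ATP-challenged DMSO wells and 100% = DMSO wells without ATP; some compounds past the cut are filed as inactive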
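Material: Parental CHO cells | Reagent: ATP | Compound dosing: Single nominal dose of 5.6 µM per compound | Detection: Intracellular calcium via Fluo-8 no-wash fluorescent dye | Read-out: % inhibition of ATP-induced calcium mobilization | Benchmarks: Low control ATP plus DMSO, high control DMSO only | Replicates: Singlicate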
TAAR1 ag = human TAAR1 agonists, primary screen, Fluo-8 calcium fluorescence, CHO RD-HGA16 cells | Trace amine-associated receptor 1 (Homo sapiens), Q96RJ0 | vehicle wells 0%, saturating PEA agonist 100% | activation, % at 3 µM | 360,000 tested, 0.99% active;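 active = activation above the mean activation of all test compounds in the run plus 3 SD, cut at about 38% in these data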
Target sequence (Q96RJ0 whole entry, looked up): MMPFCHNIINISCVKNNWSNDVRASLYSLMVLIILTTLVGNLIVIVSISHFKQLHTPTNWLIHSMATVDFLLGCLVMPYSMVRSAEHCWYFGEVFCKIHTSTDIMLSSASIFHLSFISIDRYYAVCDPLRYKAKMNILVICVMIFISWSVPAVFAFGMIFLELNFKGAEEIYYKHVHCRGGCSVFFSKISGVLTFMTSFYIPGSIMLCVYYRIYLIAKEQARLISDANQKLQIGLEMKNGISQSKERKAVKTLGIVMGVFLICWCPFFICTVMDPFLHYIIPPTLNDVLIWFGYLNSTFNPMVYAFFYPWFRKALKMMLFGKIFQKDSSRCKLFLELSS
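Repeats: no replicates (n 1) | Material: CHO-derived RD-HGA16 cells with stable Gα16 and human TAAR1 | Technique: Kinetic Fluo-8 calcium fluorescence | Schedule: 17-24 h seeding, 75 min 37 °C dye, 30 min RT | Evaluation: % activation from peak over basal fluorescence ratio, DMSO-to-PEA scaled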
OXTR potentiate = human OXTR potentiators, primary screen, fluorescence, CHO-OTR cells, Fluo-8 calcium; AID 2445, 2010; Oxytocin receptor (Homo sapiens), P30559; activation, % at 3 µM; Fluo-8 calcium fluorescence, potentiator mode; 0% = oxytocin EC15, 100% = EC100; 320,000 tested, 0.061% active;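 active = activation above that plate's cutoff, the mean activation of tested compounds plus 3 SD, cut at about 6.6% in these data, passing the limit was not always enough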;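 note: 100% uses oxytocin at 75 nM as the full agonist control; some results filed as inactive read as strong as hits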
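Assay system: CHO cell line stably expressing human OTR. Reagent: EC15 oxytocin agonist. Dosing: single dose, 3.0 µM nominal final compound concentration. Timing: compound 6 min at room temperature before oxytocin, 100 s read. Signal: kinetic Fluo-8 calcium fluorescence. Controls: oxytocin EC15 low and EC100 high.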
M1 ag = human M1 muscarinic receptor agonists, primary screen, Fluo-8 calcium fluorescence, CHO-K1 cells, HTS. Muscarinic acetylcholine receptor M1 (Homo sapiens), P11229. AID 588814, 2011. 360,000 tested, 0.33% active. CHO-K1 hM1, agonist mode; 0% DMSO, 100% acetylcholine EC100. activation, % at 3 µM;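 active = activation above the run's mean compound activation plus 3 SD, cut at about 16% in these data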;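 note: peak over basal fluorescence ratio within a 140 s kinetic read after compound addition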
Target sequence (P11229 whole entry, looked up): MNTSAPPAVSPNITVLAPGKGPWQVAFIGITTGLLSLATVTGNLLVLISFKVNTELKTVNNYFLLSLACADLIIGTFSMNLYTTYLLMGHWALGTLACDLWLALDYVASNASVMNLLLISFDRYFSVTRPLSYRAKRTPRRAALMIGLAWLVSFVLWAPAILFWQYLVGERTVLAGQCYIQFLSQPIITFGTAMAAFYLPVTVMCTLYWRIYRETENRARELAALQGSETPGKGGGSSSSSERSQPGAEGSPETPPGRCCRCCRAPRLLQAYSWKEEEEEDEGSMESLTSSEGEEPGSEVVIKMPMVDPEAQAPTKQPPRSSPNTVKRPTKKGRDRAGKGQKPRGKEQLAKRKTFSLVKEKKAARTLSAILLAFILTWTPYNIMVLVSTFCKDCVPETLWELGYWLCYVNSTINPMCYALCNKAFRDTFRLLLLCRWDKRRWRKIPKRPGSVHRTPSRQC
CHRM1 antagonist = human M1 muscarinic receptor antagonists, primary screen, CHO-K1 cells, Fluo-8 calcium fluorescence, 1536-well | Muscarinic acetylcholine receptor M1 (Homo sapiens), P11229 | CHO-K1 hM1, ACh EC80 antagonist | inhibition, % at 3 µM | 360,000 tested, 1.3% active;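 active = percent inhibition above its own plate's cutoff, namely the mean of that plate's compound wells plus 3 SD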;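 note: peak over basal fluorescence ratio during 140 s after agonist addition; 0% = ACh EC80 plus DMSO and 100% = DMSO alone without agonist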
M1 PAM parental = nonselective calcium activators in parental CHO-K1 cells, primary screen, counter-screen for M1 PAM project, cell-based, Fluo-8 calcium fluorescence, full deck, 1536-well. 360,000 tested, 0.02% active. ATP EC20; 0% at ATP EC20, 100% at ATP max. activation, % at 3 µM. AID 602247, 2012;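 active = activation above the run cutoff, the mean activation of all test compounds plus 3 SD, cut at about 40% in these data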;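 note: peak over basal fluorescence ratio in a 140 s read after ATP addition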
TAAR1 antag = human TAAR1 antagonists, primary screen, Fluo-8 calcium fluorescence, CHO RD-HGA16 cells; Trace amine-associated receptor 1 (Homo sapiens), Q96RJ0; antagonist; inhibition, % at 3 µM; 360,000 tested, 1.5% active; AID 624466, 2012;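 active = inhibition above a per-plate cutoff, the mean inhibition of test compounds on that plate plus 3 SD, cut at about 49% in these data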;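 note: 0% = DMSO plus EC80 beta-PEA response and 100% = DMSO alone without agonist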
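Test system: CHO RD-HGA16 cells bearing hTAAR1 | Reagent: β-PEA, EC80 | Compound dosing: 3 µM, single point | Schedule: Dye loading 75 min at 37 °C, then 30 min room temperature | Signal: Calcium fluorescence with Fluo-8 | Evaluation: Percent inhibition of PEA-evoked calcium signal, max/basal emission ratio | Control set: DMSO-only wells and EC80 β-PEA-stimulated wells | Repeats: Singlicate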
CHO-K1 Ca antag = nonselective inhibitor or artifact in parental CHO-K1 cells; inhibition, % at 3 µM; AID 602250; ATP-induced calcium, Fluo-8 fluorescence; 360,000 tested, 0.6% active;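 active = inhibition above a per-plate cutoff, the plate's mean sample inhibition plus 3 SD, cut at about 24% in these data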;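 note: 0% = DMSO plus EC80 ATP and 100% = DMSO alone without ATP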
CHO-K1 Ca ag = counter-screen for M1 agonists: effect in parental CHO-K1 cells; Fluo-8 calcium fluorescence; scaled to maximal ATP response, vehicle zero; activation, % at 3 µM; 360,000 tested, 0.48% active; in the data active = activation above about 15%;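 note: untransfected CHO-K1 host cells lacking M1 receptor as counterscreen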
* = called active by the depositor; / = no result given. Outcome played no part in choosing rows, and some 4.2% of all compounds hit somewhere here.

Order of values: CHO parental Ca	TAAR1 ag	OXTR potentiate	M1 ag	CHRM1 antagonist	M1 PAM parental	TAAR1 antag	CHO-K1 Ca antag	CHO-K1 Ca ag
> Cn1nnnc1Sc1ncnc2scc(-c3ccccc3)c12
→ -15	-1	-7	-5	-23	30	-9	-10	1.1
> CCc1nnc(NC(=O)CSc2nc3ccccc3c(=O)n2CCCOC)s1
→ -15	10	-8	-5	-1	18	3	-2	-0.1
> O=C(Nc1cc(C(=O)N2CCOCC2)ccc1N1CCCC1)c1cccs1
→ -5	2	-5	-7	-3	30	-11	-15	0.5
> O=C(Nc1nccs1)c1cccnc1Cl
→ 0	-1	-7	3	3	-16	9	0	-0.1
> CC1(C)C2CCC1(C)C(OC(=O)c1ccccc1C(=O)O)C2 (stereo not drawn)
→ 9	-1	4	-3	-16	1	3	-9	0.1
> COc1cccc(N/N=C/c2cccc(Br)c2O)c1
→ -8	0	2	-5	0	20	-23	-16	0.8
> CC(C)(C)c1ccc(CNC(=O)C2CCCN2C(=O)Nc2ccccc2)cc1 (stereo not drawn)
→ -15	1	-1	-6	10	-3	-2	-13	4.3
> CS(=O)(=O)N(CC(=O)Nc1ccccc1C(=O)N1CCCC1)c1ccccc1Br
→ -16	3	-5	-3	-13	10	-24	-9	1.9
> COc1cccc(N2C(=O)/C(=C\c3cccs3)NC2=S)c1
→ -8	-1	-8	-2	-19	20	-7	-4	1.4
> CCN(CC)C(=O)c1sc(NC(=O)C(Sc2ccccc2)c2ccccc2)c(C(=O)OC(C)C)c1C (stereo not drawn)
→ -18	0	-18	-2	4	-2	-11	2	0.4
> CC(=NNC(=S)N1CCCCC1)c1ccccn1
→ /	3	/	1	-1	13	0	0	-0.3
> COC(=O)c1cc(=O)n(-c2ccccc2)c(=Nc2ccccc2)s1
→ -6	-3	5	1	-25	4	-20	7	0.0
> CCCCn1cnc2c(cnn2-c2ccc(F)cc2)c1=O
→ 7	19	-11	-2	-4	-1	-19	-12	1.2
> C=CCNC(=S)N(C1CCCCC1)C1CCCCC1
→ -6	0	-5	-4	10	-14	-22	-1	-0.1
> Cc1ccc(CN2C(=O)CSC2c2ccccc2F)cc1 (stereo not drawn)
→ -10	1	-5	-12	-6	13	-9	-10	-0.9
> COC(=O)c1ccc(NC(=O)C(=O)c2c[nH]c3ccccc23)cc1
→ 0	0	-6	-2	-23	2	0	-9	1.0
> C=CCN(c1ccccc1)S(=O)(=O)c1cccc(C(=O)NCc2ccco2)c1
→ -17	0	-9	-4	0	6	3	5	0.4
> CCN(C(=O)CSc1nnc2nc(C)cc(C)n12)c1ccccc1
→ -16	7	-18	-3	-2	11	-21	-14	0.3
> CCOC(=O)Cc1csc(NC(=O)COc2ccc(OC)cc2)n1
→ 8	2	-8	-2	-18	7	-18	2	1.9
> O=C(O)c1ccc(NC(=S)NCc2ccccc2)cc1
→ 6	0	-6	-3	-6	24	-8	-13	0.9
> Cc1[nH]c2ccccc2c1C(=O)C(=O)N1CCN(c2ccccc2Cl)CC1
→ 6	7	-12	0	-9	0	21	-3	7.7
> Cc1onc(-c2ccccc2Cl)c1C(=O)NC(=S)NCC(=O)c1ccccc1
→ 0	10	-11	-3	-6	-2	-12	0	0.4
> Cc1ccccc1NCCNc1ccccc1C
→ -15	9	-2	-8	-11	10	-6	-16	-0.4
> Cc1ccc(-n2nc3c(c2NC(=O)c2ccc4c(c2)OCO4)CSC3)c(C)c1
→ -6	17	0	-8	10	-9	-4	-21	0.5
> O=C(COC(=O)c1cc(NS(=O)(=O)c2cccs2)ccc1O)Nc1ccc(F)c(F)c1F
→ 10	10	-28	1	18	7	9	-1	7.4
> COC(=O)c1ccc(NS(=O)(=O)c2ccc3[nH]c(=O)oc3c2)cc1
→ 12	-3	3	-5	-3	16	-8	-5	1.1
> Cc1nc(Cl)c(C(=O)Nc2cccc(F)c2)c(C)c1Cl
→ -10	5	-22	-5	-2	7	-14	-9	0.7
> CC1(C)CC(=O)C=C(C(=O)N2CCCC(C(=O)c3cccc(C(F)(F)F)c3)C2)O1 (stereo not drawn)
→ -31	0	-13	-2	-13	0	-9	-5	1.8
> CCOC(=O)Cc1[nH]nc2c1C(C1C=CCCC1)C(C#N)=C(N)O2 (stereo not drawn)
→ -13	3	-5	-5	-11	15	13	-8	0.4
> COc1ccccc1NC(=O)c1ccccc1NC(=O)c1cccs1
→ -22	1	1	-3	-4	4	-18	-15	-0.5
> COc1ccc(CN(C2CCCC2)S(=O)(=O)c2ccc(-n3cnnn3)cc2)cc1
→ -13	8	-19	-5	-2	19	15	-10	1.7
> CCN(CC)CCn1c2ccccc2c2nc3ccc([N+](=O)[O-])cc3cc21
→ -5	2	3	-1	0	10	-26	5	3.3
> NC(=O)C1CCCN(CCc2ccccc2)C1 (stereo not drawn)
→ 0	3	-2	-10	3	6	13	-12	0.7
> CCOC(=O)/C(C(=Nc1ccccc1)Nc1ccccc1)=C(\C)O
→ -26	-3	1	-2	7	10	-16	10	-0.1
> CCOc1ccccc1N1CCN(C(=O)CSc2ccc3c(c2)OCCO3)CC1
→ -27	15	-7	2	9	-1	51*	-9	11
> CC1CCN(C(=O)c2ccccc2NC(=O)c2cccc(S(=O)(=O)N3CCOCC3)c2)CC1
→ /	4	/	-2	-5	-6	2	-8	0.1
> COc1ccccc1NS(=O)(=O)c1ccc(C(=O)N2CCN(c3ccccc3)CC2)cc1
→ -14	8	-8	0	6	-9	33	1	7.7
> CC(C)n1c(O)c(N=NC(=O)CNC(=O)Cc2ccc(Cl)cc2)c2ccccc21
→ -28	2	-3	-3	4	3	18	1	3.6
> Cc1cccc2cc(CN(Cc3ccco3)C(=O)c3ccco3)c(=O)[nH]c12
→ -18	20	-4	-2	-10	12	-6	-13	2.9
> Cc1ccc(SCc2[nH]nc3c2C(c2ccco2)C(C#N)=C(N)O3)cc1 (stereo not drawn)
→ -4	13	-4	-4	-3	18	14	-16	2.2
> Cc1nc(C)c(CCNC(=O)c2cccc(Cl)c2)s1
→ -3	0	-4	-5	-8	21	-14	-19	1.3
> Cc1ccccc1NC(=O)CSc1nnc(-c2ccccc2)n1-c1ccccc1
→ -20	3	-4	4	-8	5	-8	-1	0.8
> Cc1cc(C)c(C#N)c(SCC(=O)N(CC(C)C)C2CCS(=O)(=O)C2)n1 (stereo not drawn)
→ /	12	/	-4	-5	-15	-23	0	0.1
> CCC(=O)NC1(C(F)(F)F)C(=O)Nc2c1c(=O)[nH]c(=O)n2Cc1ccco1 (stereo not drawn)
→ -4	9	-2	-2	-10	16	-14	-15	0.0
> CSc1ccccc1C(=O)Nc1cccc([N+](=O)[O-])c1C
→ 1	-1	5	-1	-16	27	-25	-18	1.9
> COc1ccc(N2CCN(C(=O)[C@@H](NC(=O)c3ccccc3Cl)C(C)C)CC2)cc1
→ -14	-2	-2	-5	-8	10	4	-3	2.1
> Cc1cc(N2C(=O)C(O)=C(C(=O)c3cc4ccccc4o3)C2c2ccc(OC(C)C)cc2)no1 (stereo not drawn)
→ 8	0	-5	-3	11	-15	-19	7	0.1
> Cc1ccc(NS(=O)(=O)c2cccc(C(=O)NC3CCN(Cc4ccccc4)CC3)c2)c(C)c1
→ /	9	/	2	5	4	4	-18	9.8
> NC(=NC1CCCCC1)c1ccc(Cl)cc1
→ -20	2	-3	-15	-3	-9	-2	19	0.1
> CCCS(=O)(=O)c1c(S(=O)(=O)CCC)c2cc(-c3ccncc3)ccn2c1C(=O)OC
→ -20	5	-9	-7	-6	9	8	-2	2.0

Continued:
Order of values: CHO parental Ca	TAAR1 ag	OXTR potentiate	M1 ag	CHRM1 antagonist	M1 PAM parental	TAAR1 antag	CHO-K1 Ca antag	CHO-K1 Ca ag
> O=C(Cc1ccccc1[N+](=O)[O-])NCC(O)c1ccc2c(c1)OCO2 (stereo not drawn)
→ /	4	/	-3	-2	0	-9	-18	0.4
> COc1cccc(CC(=O)Nc2sc3c(c2C(N)=O)CCCC3)c1
→ -10	-2	-6	-5	4	-5	-3	-17	1.2
> O=C(NCc1ccc(F)cc1)C(=O)NCC1CCCN1S(=O)(=O)c1ccccc1 (stereo not drawn)
→ -19	-1	3	-2	-10	10	-6	21	-0.1
> Cc1ccc(-n2nc(C)cc2N)c(C)c1
→ -13	0	-3	-9	-10	21	5	-7	0.6
> CC1Cc2cc(S(=O)(=O)N3CCC(C(=O)N4CCCCC4)CC3)ccc2N1C(=O)C1CC1 (stereo not drawn)
→ -12	0	-4	-2	-1	9	-5	-8	2.8
> CC(C)(C)OC(=O)N1CCC(CNC(=O)c2ccc(F)cc2)CC1
→ 0	1	-5	-5	-8	9	-21	0	2.9
> CC(=O)OC1CC(c2cc(C(C)(C)C)c(O)c(C(C)(C)C)c2)=NO1 (stereo not drawn)
→ -30	6	3	-5	-6	16	12	-19	-0.1
> Cc1ccc(S(=O)(=O)n2ccnc2)cc1C
→ 0	2	3	-3	-13	29	-2	-7	1.2
> COc1ccc(C)cc1NC(=O)CC1COc2ccccc2O1 (stereo not drawn)
→ -19	-2	-11	-7	-10	0	6	-6	0.4
> O=C(/C=C/c1cn(-c2ccccc2)nc1-c1cccnc1)c1ccco1
→ -15	0	-4	-5	-11	15	13	-10	0.8
> CCOC(=O)C(=CNc1ccc(NC2=NCC(C)(C)S2)cc1)C(=O)OCC
→ -21	5	-8	-8	20	11	-46	-15	0.1
> CCOC(=O)C(C)Oc1ccc(NC(=O)C(Cl)Cl)cc1 (stereo not drawn)
→ 9	4	-2	-1	13	9	-42	-23	6.8
> COc1ccc(-n2cc(-c3ccc(Cl)cc3)[nH]c2=S)cc1
→ -6	2	-1	-3	-20	3	-41	-7	0.2
> Cn1cccc1/C=C1\Cc2ccccc2C1=O
→ -10	-4	0	-7	-7	23	3	-14	1.9

Source: PubChem
